# Arrestin-AP2 inh = inhibitors of human beta-arrestin and AP2 interaction. FITC-arrestin peptide / GST-AP2 beads, flow cytometry; AP2 beta2 appendage carries R879A mutation. inhibition, % at 10 µM. 340,000 compounds, 0.31% hits;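 active means inhibition above a set limit, near 3 SD of compounds lacking own fluorescence, cut at about 54% in these data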;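 further: plate controls were DMSO wells for no effect and 5 µM unlabelled arrestin peptide for full effect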
#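 Material – GST-tagged AP2 beta2-adaptin appendage (R879A) on 4 µm glutathione beads · Probe or stimulus – fluorescein-tagged arrestin peptide at 50 nM final · Timing – 12 min plus 1 h, RT · Detection – bead flow cytometry, FITC channel · Read-out basis – inhibition as reduced fluorescein signal on beads, percent · Medium – PBS plus Tween 20 (0.05%) and BSA (0.1%)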
# cardiac RTF act = cardiac RTF calcium sensitization; activation, % at 7.2 µM; 340,000 compounds, 0.24% hits; IANBD-labeled TnC RTF fluorescence at EC20 calcium; 0% EC20 calcium, 100% full calcium;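 active means activation above the mean over all tested compounds plus 3 SD, cut at about 30% in these data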;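 further: rise in fluorescence read as greater calcium sensitivity of cardiac thin filaments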
# OPRM1-OPRD1 inv = mu-delta opioid heterodimer inverse agonism | P35372+P41143 | cell-based MOR-DOR heterodimer luminescence | inhibition, % at 9.3 µM | 340,000 compounds, 0.21% hits | AID 504357; in the data active means inhibition above about 22%, passing the limit was not always enough;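 further: 0% = cells with DMSO and 100% = wells without cells with DMSO; values of inactives mirror those of a sister screen read the other way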
# Target sequence (P35372 whole entry, looked up): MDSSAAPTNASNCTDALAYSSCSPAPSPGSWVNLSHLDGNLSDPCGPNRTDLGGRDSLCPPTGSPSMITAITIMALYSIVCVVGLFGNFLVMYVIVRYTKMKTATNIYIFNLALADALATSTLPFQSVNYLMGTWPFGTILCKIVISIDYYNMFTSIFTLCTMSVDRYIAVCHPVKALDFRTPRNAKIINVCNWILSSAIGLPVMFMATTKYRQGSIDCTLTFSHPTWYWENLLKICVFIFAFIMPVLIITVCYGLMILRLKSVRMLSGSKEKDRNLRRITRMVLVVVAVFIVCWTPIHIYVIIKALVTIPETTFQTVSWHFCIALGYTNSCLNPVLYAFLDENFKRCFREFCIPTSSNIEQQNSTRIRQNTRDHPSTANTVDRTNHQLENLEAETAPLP
# Target sequence (P41143 whole entry, looked up): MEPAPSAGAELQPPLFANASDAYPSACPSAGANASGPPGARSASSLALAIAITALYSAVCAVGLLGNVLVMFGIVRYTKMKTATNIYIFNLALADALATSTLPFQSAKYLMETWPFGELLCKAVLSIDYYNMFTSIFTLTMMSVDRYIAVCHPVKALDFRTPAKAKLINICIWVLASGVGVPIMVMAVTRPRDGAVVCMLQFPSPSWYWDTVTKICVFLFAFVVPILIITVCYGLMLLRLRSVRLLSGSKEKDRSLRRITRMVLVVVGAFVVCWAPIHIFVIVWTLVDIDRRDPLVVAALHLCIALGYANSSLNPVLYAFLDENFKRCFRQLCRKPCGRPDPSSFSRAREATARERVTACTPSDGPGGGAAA
# V-ATPase pH = yeast V-ATPase proton transport regulation by pHLuorin | 350,000 compounds, 0.37% hits | S. cerevisiae, pHLuorin cytosolic pH fluorescence | AID 504577 | response, % at 10 µM; in the data active means response mostly above about 7.3%, no sharp cut-off; inactive means mostly below about 5.4%; further: actives read high; inactives centre near 0; some compounds called inactive have numbers as strong as hits; reference of the scale not given here
# Wnt act = activators of Wnt/beta-catenin signaling; Wnt/beta-catenin reporter cell assay, activator, plate reader; activation, % at 9.35 µM; 300,000 compounds, 1.2% hits; AID 743398; in the data active means activation above about 30%, passing the limit was not always enough;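 further: 0% = neutral control wells and 100% = positive control wells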
# MOR-DOR ag = agonists of human mu-delta opioid receptor heterodimerization; 340,000 compounds, 0.3% hits; cells, OPRM1-OPRD1 heterodimerization, luminescence; activation, % at 9.3 µM; P35372+P41143; in the data active means activation above about 18%;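 further: 0% = vehicle-treated cells and 100% = reference agonist; values of inactives mirror those of a sister screen read the other way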
# C-LANA FP = KSHV C-LANA DNA binding inhibition. MBP-C-LANA/FAM-LBS DNA binding, fluorescence polarization. inhibition, % at 9 µM. 340,000 compounds, 0.078% hits;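 active means highest replicate inhibition at or above 60% at 9 µM, even if other replicates fall short; inactive means all replicates below 60% inhibition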;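 further: 0% = neutral control wells and 100% = 4 µM acridine orange control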
# DSG3 Ab inh = inhibitors of pemphigus antibody binding to human desmoglein-3; DSG3-coupled beads, scFv-anti-DSG3-GFP binding, flow cytometry; active compounds read low; binding (percent of control), % at 10 µM; P32926; 310,000 compounds, 0.48% hits; AID 588358;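 active means binding more than 3 SD below its plate's average and above zero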;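 further: hits lower antibody fragment binding to DSG3; some compounds called inactive have numbers as strong as hits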
# Cardiac RTF inh = cardiac RTF calcium desensitization; P19429+P45379; IANBD-labeled cardiac RTF, Ca2+ fluorescence; inhibition, % at 7.15 µM; 340,000 compounds, 0.12% hits; AID 493244;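 active means inhibition above the mean inhibition of all tested compounds plus 3 SD, cut at about 17% in these data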;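 further: assay run at fixed EC70 calcium of 1.6 mM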
# Keap1 Nrf2 FP = disrupts human Keap1 binding to Nrf2 peptide; 340,000 compounds, 0.15% hits; Q14145; Keap1 Kelch-Nrf2 peptide fluorescence polarization, 1536-well; inhibition, % at 9.4 µM; in the data active means inhibition above about 12%;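 further: human Keap1 Kelch domain with fluorescein labeled Nrf2 9mer peptide probe; 0% = neutral control wells and 100% = peptide positive control; higher means more block of Keap1 binding to Nrf2 peptide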
# An asterisk follows results filed as active; / = no result given.
SMILES,Arrestin-AP2 inh,cardiac RTF act,OPRM1-OPRD1 inv,V-ATPase pH,Wnt act,MOR-DOR ag,C-LANA FP,DSG3 Ab inh,Cardiac RTF inh,Keap1 Nrf2 FP
O=C(C1=C(O)C(=O)N(Cc2ccco2)C1c1cccc(O)c1)c1ccco1 (centres undefined),4,-4,12,1,1,-1.9,0.4,99,-13,0
c1ccc(C2C3=C(Nc4ncnn42)c2ccccc2CCC3)cc1 (centres undefined),3,7,-1,-1,-1,0.1,1.8,102,-10,-3
CCOC(=O)C1CCN(C(=O)CCS(=O)(=O)c2ccc3c(c2)CC(C)N3C(=O)CC)CC1 (centres undefined),10,0,-15,-5,-1,2.2,0.5,137,-2,-3
CCCC(=O)N1CCC(CCC(=O)NC2CC2)CC1,-17,4,4,0,0,-0.8,1.8,96,-1,2
CCOC(=O)c1ccc(NC(=O)C2CCCN(c3cnccn3)C2)cc1 (centres undefined),12,2,14,-2,8,-2.7,-0.4,107,-6,-3
COc1ccc(NC(=O)CSc2nnc(NC(=O)c3ccc(S(=O)(=O)N4CCOCC4)cc3)s2)cc1,33,2,-1,1,0,0.1,-2.2,110,-3,0
CC1(C)c2cc(O)ccc2OC1N1CCOCC1 (centres undefined),-4,1,9,0,0,-1.8,-0.7,95,-3,2
COc1ccc(N=C/C=C2\C=C(c3ccccc3)OC(C)(C)O2)cc1,-6,3,-6,2,-2,1.1,-0.9,105,6,-4
Cc1ccccc1NC(=O)Cn1cnc2c(oc3ccccc32)c1=O,-4,-1,-3,-1,11,0.4,-1.0,/,-29,-3
COc1ccc(S(=O)(=O)N2CCC(C(=O)Nc3nccs3)CC2)cc1,-4,0,8,4,-1,-1.5,0.4,98,-4,-4
COC(=O)C1CCN(C(=O)c2cc3c(=O)n4cccc(C)c4nc3n2Cc2ccccc2)CC1,-6,8,24,0,1,-4.9,-0.8,/,-2,-3
COC(=O)c1cc(Br)c(=O)n(Cc2cccnc2)c1,6,4,5,-3,/,-0.9,-1.4,104,-2,-4
CC12CC3CC(C)(C1)CC(Nc1nc(N4CCOCC4)nc4ccccc14)(C3)C2,13,-3,2,-10,-3,-0.3,-3.3,/,7,-2
Clc1cc2nc(-c3cccnc3Cl)[nH]c2cc1Cl,-2,6,4,0,47*,-1.0,1.6,106,-3,-2
CCCCn1c(N)c(N(CCOC)C(=O)COc2ccc(C(C)=O)cc2)c(=O)[nH]c1=O,53,2,3,4,0,-0.5,0.0,101,2,-1
COCCCNC(=S)NCCc1ccc(F)cc1,-3,-4,10,4,0,-2.0,-1.3,109,-5,0
COc1ccc(Br)cc1/C=C1\Oc2ccccc2NC1=O,9,-4,-4,-2,-1,1.0,-4.3,100,0,4
CCCNC(=O)c1nnsc1S(=O)c1ccc(Cl)cc1 (centres undefined),3,-8,18,2,-7,-3.1,1.0,97,-2,-96
O=C(CCS(=O)(=O)c1cccs1)Nc1ccc(C(=O)NC2CCN(Cc3ccccc3)CC2)cc1,7,-3,6,-1,1,-1.2,-1.9,103,-9,-5
COc1ccc(C(=O)Nc2ccccc2N2CCN(C(=O)c3ccccc3)CC2)cc1Br,21,-2,4,-2,7,-0.7,-1.5,100,-6,-3
Cc1[nH]n2c(=O)c3c(nc2c1-c1ccc(F)cc1)CCCC3,-8,/,/,2,-2,/,-1.0,104,/,1
CCN(CC)C(=O)Oc1cc(=O)n(C)c2ccccc12,-1,-4,7,0,/,-1.4,-0.4,111,-5,2
CC(C)OC(=O)CSc1nnnn1-c1ccc2c(c1)OCCO2,0,0,17,12,10,-3.0,-0.4,101,-2,-5
CC(C)NC(=O)CS(=O)(=O)c1ccccc1,6,12,16,2,-1,-2.8,1.9,/,-9,-3
CS(=O)(=O)c1cccc(C(=O)OCC(=O)NC(=O)Nc2ccccc2F)c1,-16,-2,10,2,-1,-1.8,1.4,85,4,2
# The list goes on:
SMILES,Arrestin-AP2 inh,cardiac RTF act,OPRM1-OPRD1 inv,V-ATPase pH,Wnt act,MOR-DOR ag,C-LANA FP,DSG3 Ab inh,Cardiac RTF inh,Keap1 Nrf2 FP
COc1cc(/C=N/NC(=S)N/N=C/c2cc(OC)c(OC)c(OC)c2)cc(OC)c1OC,2,8,-3,0,21,0.5,0.3,119,-4,-7
Cc1ccc(-n2nc3c(=O)n(CC(=O)NC(C)CCc4ccccc4)nc(C)c3c2C)cc1 (centres undefined),-8,4,5,-4,/,-0.9,0.9,97,1,1
COc1cccc(NC(=S)C(C#N)=C2N(C)c3ccccc3N2C)c1,47,-1,-18,1,-2,3.6,0.6,119,-5,-5
O=C(COC(=O)COc1ccccc1)NC12CC3CC(CC(C3)C1)C2,-8,-3,-16,0,0,3.8,0.6,/,-2,-2
COCCN(C(=O)CSc1nnc(-c2ccc(C)cc2)n1N)c1c(N)n(Cc2ccccc2)c(=O)[nH]c1=O,-1,-4,16,3,-1,-3.9,-1.8,110,-4,-1
Cc1nc(SCC(=O)NCc2cccs2)nc(C)c1C,4,4,8,-1,-1,-1.6,0.6,109,-4,4
CCOc1cc(NC(=S)Nc2ccccc2)c(OCC)cc1NC(=O)c1ccccc1,11,2,9,-2,1,-1.7,-0.4,103,7,2
CCOC(=O)C(NC(=O)c1cccc(Cl)c1)(OCc1ccccc1)C(F)(F)F (centres undefined),-6,2,-45,-3,-2,8.5,2.2,115,2,-1
CCCCn1c(N)c(N(CCOC)C(=O)c2ccc(S(=O)(=O)N3CCCCC3)cc2)c(=O)[nH]c1=O,-5,2,18,-5,-3,-3.7,0.4,99,0,0
COc1cccc(N2CCN(Cc3ncc(-c4ccccc4)o3)CC2)c1,3,0,-13,1,-1,1.6,-1.2,89,-6,-5
Cc1ccc(CSc2nnc(-c3cnccn3)n2C)cc1,11,6,-5,3,2,0.9,0.1,/,-11,-5
O=C(Cc1ccccc1)NC(C(=O)O)C(O)c1ccc([N+](=O)[O-])cc1 (centres undefined),12,-2,7,2,-1,-1.4,2.3,93,-1,-6
CCn1ncc(Br)c1C(=O)NC1CCCCCCC1,60*,-4,-5,-1,-1,0.8,-0.5,98,-1,-3
COc1ccc(C)cc1NC(=O)c1ccc(NC(=O)CC2SC(N3CCCC3)=NC2=O)cc1 (centres undefined),7,1,2,-4,3,-0.4,3.1,/,1,-5
CCC(SC1=N/C(=C/c2ccccc2OC)C(=O)N1c1ccccc1)C(=O)Nc1cc(C)on1 (centres undefined),3,-5,21,0,/,-4.0,2.1,103,3,-3
CCOc1ccc(NS(=O)(=O)c2cc(NC(=O)c3cccc(C)c3)ccc2Cl)cc1,13,1,-21,-3,/,3.9,-0.7,90,-10,-1
CCn1ccnc1CN(C)Cc1nc(-c2ccccc2)no1,4,-4,16,5,7,-3.0,-1.5,105,0,-2
CN(C(=O)COc1ccccc1)c1nnc(C23CC4CC(CC(C4)C2)C3)s1,-3,0,5,-2,-2,-0.9,0.9,97,-3,-3
Cc1ccc2cc(C=C(C#N)C#N)c(N3CCCCC3)nc2c1,7,9,-35,0,-2,6.2,1.6,100,-2,-9
Cc1ccc(NC(=O)c2cc(NC(=O)/C=C\C(=O)O)ccc2N2CCCCC2)cc1,27,-2,-15,-5,0,3.7,0.1,108,2,-2
Oc1c(Br)cc(Br)cc1/C=N/NC(=S)N[C@H]1CC2C=CC1C2 (some centres undefined),-13,0,-11,-2,-3,2.2,0.0,100,-4,-6
CCN(CC)S(=O)(=O)c1cccc(NC2=NCCCCC2)c1,17,-2,19,2,2,-3.5,-9.9,103,6,-1
CC(C)(C)NC(=O)COC(=O)c1snc(C(=O)NC2CCCCC2)c1N,22,-10,5,-1,-6,-0.8,2.1,/,8,-1
COc1ccccc1C(=O)NCCC(=O)N1CCN(c2cccc(C(F)(F)F)c2)CC1,33,-4,1,4,0,-0.1,-3.0,125,-7,-1
C=CCSC1=C(C#N)C(c2ccccc2OCC)CC(=O)N1 (centres undefined),-6,0,3,2,/,-0.5,0.1,97,-7,-4

# An excerpt taken from the entries so far:
SMILES,Arrestin-AP2 inh,cardiac RTF act,OPRM1-OPRD1 inv,V-ATPase pH,Wnt act,MOR-DOR ag,C-LANA FP,DSG3 Ab inh,Cardiac RTF inh,Keap1 Nrf2 FP
COc1cccc(N2CCN(Cc3ncc(-c4ccccc4)o3)CC2)c1,3,0,-13,1,-1,1.6,-1.2,89,-6,-5
Cc1ccc(CSc2nnc(-c3cnccn3)n2C)cc1,11,6,-5,3,2,0.9,0.1,/,-11,-5
O=C(Cc1ccccc1)NC(C(=O)O)C(O)c1ccc([N+](=O)[O-])cc1 (centres undefined),12,-2,7,2,-1,-1.4,2.3,93,-1,-6
CCn1ncc(Br)c1C(=O)NC1CCCCCCC1,60*,-4,-5,-1,-1,0.8,-0.5,98,-1,-3
COc1ccc(C)cc1NC(=O)c1ccc(NC(=O)CC2SC(N3CCCC3)=NC2=O)cc1 (centres undefined),7,1,2,-4,3,-0.4,3.1,/,1,-5
CCC(SC1=N/C(=C/c2ccccc2OC)C(=O)N1c1ccccc1)C(=O)Nc1cc(C)on1 (centres undefined),3,-5,21,0,/,-4.0,2.1,103,3,-3
CCOc1ccc(NS(=O)(=O)c2cc(NC(=O)c3cccc(C)c3)ccc2Cl)cc1,13,1,-21,-3,/,3.9,-0.7,90,-10,-1
CCn1ccnc1CN(C)Cc1nc(-c2ccccc2)no1,4,-4,16,5,7,-3.0,-1.5,105,0,-2
CN(C(=O)COc1ccccc1)c1nnc(C23CC4CC(CC(C4)C2)C3)s1,-3,0,5,-2,-2,-0.9,0.9,97,-3,-3
Cc1ccc2cc(C=C(C#N)C#N)c(N3CCCCC3)nc2c1,7,9,-35,0,-2,6.2,1.6,100,-2,-9
Cc1ccc(NC(=O)c2cc(NC(=O)/C=C\C(=O)O)ccc2N2CCCCC2)cc1,27,-2,-15,-5,0,3.7,0.1,108,2,-2
Oc1c(Br)cc(Br)cc1/C=N/NC(=S)N[C@H]1CC2C=CC1C2 (some centres undefined),-13,0,-11,-2,-3,2.2,0.0,100,-4,-6
CCN(CC)S(=O)(=O)c1cccc(NC2=NCCCCC2)c1,17,-2,19,2,2,-3.5,-9.9,103,6,-1
CC(C)(C)NC(=O)COC(=O)c1snc(C(=O)NC2CCCCC2)c1N,22,-10,5,-1,-6,-0.8,2.1,/,8,-1
COc1ccccc1C(=O)NCCC(=O)N1CCN(c2cccc(C(F)(F)F)c2)CC1,33,-4,1,4,0,-0.1,-3.0,125,-7,-1
C=CCSC1=C(C#N)C(c2ccccc2OCC)CC(=O)N1 (centres undefined),-6,0,3,2,/,-0.5,0.1,97,-7,-4

# Compound activity from PubChem.
